Screening results from PubChem.
Nrf2 inh = Nrf2 qHTS screen for inhibitors | Potency, µM (doses to about 46 µM), without a hit: at the top dose activity change, negative = inhibition, actives largely listed as inhibitors | hit rate 2.1% among 360,000 | AID 504444, 2011 | A549 ARE-Fluc reporter, luciferase luminescence, 18-24 h; also: potency is read from the fitted curve at half-maximal effect; % is scaled to controls: 0 for no effect and ±100 for the full control effect; nearly all actives have a fitted effect of over 60% in size
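A549 ARE_Fluc cells, 5000/well, 5% FBS OPTI-MEM; compounds in dose-response, 18-24 h at 37 °C/5% CO2; CellTiter-Fluor viability read (Ex 405/Em 525), then BugLite luciferase luminescence = Nrf2 activity.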
Mm-Cpn inhibitor = Inhibitors of TCP-1 ring complex (TRiC) of Methanococcus maripaludis (MmCpn): qHTS | Chaperonin Mm-Cpn (Methanococcus maripaludis) | purified Mm-Cpn ATPase, ADP Transcreener TR-FRET | Potency, µM (top dose mostly 76.9 µM), without a hit: at the top dose activity, negative = inhibition, actives largely listed as inhibitors | hit rate 0.031% among 330,000; also: potency is read from the fitted curve at half-maximal effect; % is scaled to controls: 0 for no effect and ±100 for the full control effect; nearly all actives have a fitted effect of over 80% in size
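TR-FRET (320 nm excitation; 590 and 665 nm emission) reports ADP made from 10 uM ATP by 25 nM enzyme; compounds were preincubated 10 min, reaction run 30 min, both at 37°C.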
CCT chaperon mod = High-Throughput Screening for Modulators of Cytosolic Chaperonin Activity; purified chaperonin ATPase assay, HTRF ADP detection, 30 min; activity change, % (test concentration not listed), hits read low; hit rate 0.3% among 360,000; in the data active = activity change below about -30%; also: % is scaled to controls: 0 for no effect and ±100 for the full control effect
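Enzyme 40 or 20 nM (batch-dependent) in Tris pH 7.4/KCl/MgCl2/DTT; cpd 76 uM single point; ATP 10 uM; 30 min 37 °C; Transcreener ADP HTRF detection, 30 min RT; ratio 665/615.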
A549 viability = Nrf2 qHTS screen for inhibitors: counterscreen for cytotoxicity | hit rate 0.16% among 390,000 | A549 ARE-Fluc cells, CellTiter-Fluor viability, 18-24 h | Potency, µM (highest dose often 46 µM), for the others: at the highest dose activity change, negative = cytotoxicity, most hits filed as inhibitors; also: potency is read from the fitted curve at half-maximal effect; % is scaled to controls: 0 for no effect and ±100 for the full control effect
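A549 ARE_Fluc cells in 5% FBS OPTI-MEM were exposed to compounds in concentration-response for 18-24 h at 37 deg C. Viability was read by CellTiter-Fluor fluorescence (Ex 405/Em 525) after 30 min, before the luciferase read.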
pAkt inh = HTS Assay for Inhibitors of Akt Phophorylation: Primary Screen. Neuro2A IGF-stimulated pAkt S473 HTRF, 20 min; active compounds read low. activity change, % for hits at 50 µM. hit rate 0.32% among 360,000. AID 651550, 2012; in the data active = activity change below about -80%; inconclusive = mostly about -51% to -80%; also: % is scaled to controls: 0 for no effect and ±100 for the full control effect
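Neuro2A cells in DMEM with 0.5% FBS, overnight at 37 deg C, given compound at single 50 µM final, then IGF (6 nM final) for 20 min at 37 deg C. Lysed; phospho-Akt Ser473 by HTRF after 24 h, 665/615 ratio.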
Abeta rescue = qHTS for compounds that reverse cellular toxicity of Amyloid beta (A-beta) peptide in yeast: Primary Screen; AID 1347071, 2019; yeast expressing A-beta42, growth rescue, OD600, 48 h; response scale: 0% DMSO, 100% iron-clioquinol control; hit rate 0.063% among 410,000; Potency, µM (highest dose often 46.1 µM), without a hit: at the top dose growth rescue, most hits filed as activators; also: potency is read from the fitted curve at half-maximal effect; nearly all actives have a fitted effect of over 55% in size
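Yeast growth medium received pinned compounds, then yeast cells expressing toxic A-beta were added; plates incubated at 30 C for 48 hr. Growth read as absorbance at 600 nm, normalized to DMSO and equimolar FeCl3 plus clioquinol controls.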
HepG2 viability = qHTS for Inhibitors of TGF-b: Cytotox Counterscreen; Potency, µM (highest dose often 46.1 µM), inactives show at the top dose activity change, negative = cytotoxicity, actives largely listed as cytotoxic; HepG2 CAGA-GFP viability, ATP luminescence, 18 h; hit rate 0.76% among 410,000; also: potency is read from the fitted curve at half-maximal effect; some results filed as inactive show a strong effect at the top dose
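CellTiter-Glo luminescence gave cytotoxicity after 18 hours at 37 degrees C. The cells were HepG2 CAGA-GFP in 1% FBS DMEM, stimulated with 500 pg/mL TGF-beta after compound addition. %Activity was normalised to no-cell wells (complete cell-killing) and DMSO (no toxicity), and curves were fitted and classified.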
TGFb SMAD3 inh = qHTS for Inhibitors of TGF-b; HepG2 CAGA-GFP TGF-b/SMAD3 reporter, GFP fluorescence, 18 h; TGF-beta stimulated, 500 pg/mL final; Potency, µM (series often up to 46.1 µM), for the others: at the top dose activity, negative = inhibition, usual class: inhibitors; hit rate 1.2% among 410,000; AID 588855, 2011; also: potency is read from the fitted curve at half-maximal effect; % is scaled to controls: 0 for no effect and ±100 for the full control effect; nearly all actives have a fitted effect of over 65% in size
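Read-out: total well GFP (ex488/em500-530) summed from mean per-cell fluorescence. Cells: HEPG2 CAGA-GFP, 1% FBS DMEM, 18 h at 37 degrees C with 500 pg/mL final TGF-beta. Unstimulated wells served as the full-inhibition control; stimulated DMSO wells = 0%.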
Nrf2 ARE act = qHTS of Nrf2 Activators; hit rate 0.31% among 410,000; AREc32 ARE-luciferase reporter (MCF7-derived line), luminescence, 24 h; AID 624171, 2012; Potency, µM (top dose mostly 46.1 µM), for the others: top-dose activation, usual class: activators; also: potency is read from the fitted curve at half-maximal effect; % of control where 0% means no effect; nearly all actives have a fitted effect of over 65% in size
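Quantitative high-throughput format: AREc32 reporter cells, 1000 per well, received compound by pin transfer and were incubated 24 hr at 37 deg C, 5% CO2, before Steady-Glo luminescence detection.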
* = called active by the depositor; i = inactive; ? = inconclusive; nt = no result given; & = joins results of further samples; [ ] = remark or other dose. Unless noted, calls follow the shape of the dose curve; as a rule, active = well fitted curve in the direction sought with a large enough effect; inconclusive = small, poorly fitted or top-dose-only effect, or another doubt; inactive = no such curve, though single readings can be large; an effect the other way counts as inactive or inconclusive.

No.	SMILES	Nrf2 inh	Mm-Cpn inhibitor	CCT chaperon mod	A549 viability	pAkt inh	Abeta rescue	HepG2 viability	TGFb SMAD3 inh	Nrf2 ARE act
1	CCC1CCCCN1Cc1ccc(OC)c(C)c1 (stereo not given)	4%	1%	-0.6	-3%	i	9%	-35%	15%	-0.7%
2	CCN(C(=O)CN1C(=O)NC(c2ccccc2)(c2ccc(C)c(C)c2)C1=O)C1CCCCC1 (stereo not given)	?	0%	-1.1	-12%	i	?	-32%	?	-0.2%
3	Cc1ccc(-n2cnc3c(sc4nc(N5CCOCC5)c5c(c43)CCCC5)c2=O)cc1	10%	-17%	-3.1	-1%	i	13%	-36%	?	0.2%
4	COc1c2c(nc3occc13)C(CC=C(C)C)(OC)C(OC(C)=O)CC2 (stereo not given)	21%	-26%	-0.6	-4%	i	25%	-15%	2%	-0.8%
5	CCNS(=O)(=O)c1ccc(CCC(N)=O)cc1	3%	1%	1.7	7%	i	-8%	-2%	-7%	2.3%
6	Cc1ccc(NC(=O)CCS(=O)(=O)c2ccc3c(c2)NC(=O)C(C)S3)cc1Cl (stereo not given)	?	2%	2.0	7%	i	-9%	-21%	?	-0.5%
7	COc1cccc(CN(C)CC(=O)NNC(=O)c2ccc(Cl)cc2)c1	-8%	0%	-2.0	3%	i	7%	3%	-5%	-0.2%
8	CCOC(=O)c1sc2ccccc2c1S(=O)(=O)Nc1ccc(CC)cc1	nt	nt	nt	-13%	nt	8%	-38%	?	2.1%
9	COc1ccc(Cl)cc1NC(=O)CCS(=O)(=O)c1cc2c(cc1C)NC(=O)CO2	15%	0%	-1.3	-1%	i	7%	-6%	-1%	-0.1%
10	CC(C)(C)c1ccc(C(=O)N2CCN(c3ncccn3)CC2)cc1	-14%	-1%	-1.0	-4%	i	-6%	-5%	-2%	-0.7%
11	COc1cc(/C=C/C(=O)OCC(=O)Nc2ccc3c(c2)OCCO3)ccc1O	-16%	-1%	-4.6	5%	i	-9%	16%	9%	4.1%
12	CN(C)CCNC(=O)c1ccccc1-c1ccccc1	5%	-4%	1.7	-4%	i	15%	-2%	3%	0.2%
13	OC1(c2ccc(Br)cc2)CCNCC1	nt	-1%	0.9	16%	i	-15%	-57%	?	5.8%
14	Cc1ccnc(NC(=O)CCC(=O)N(CC(=O)NC(C)(C)C)Cc2ccc3c(c2)OCO3)c1	1%	-2%	0.3	1%	i	-17%	-2%	11%	0.3%
15	CC1Cc2nc(SCC(=O)Nc3nccs3)n(C)c(=O)c2S1 (stereo not given)	-19%	-1%	-0.3	26%	i	0%	-7%	13%	13%
16	O=C(NCCc1ccccc1)c1ccc2c(c1)N(Cc1ccccc1F)C(=O)c1ccccc1S2=O (stereo not given)	-23%	nt	nt	-9%	nt	0%	1%	18%	-0.1%
17	O=C(NC1CC1)c1cc2cc(Br)ccc2s1	?	-8%	-0.9	0%	i	-3%	-3%	-5%	0.1%
18	O=C(c1cccc(Cl)c1)N1CCN(Cc2ccc3c(c2)OCO3)CC1	20%	3%	0.9	1%	i	15%	-23%	-20%	2.4%
19	CC(C)(C)C(=O)Nc1ccc(S(=O)(=O)Nc2nccs2)cc1	-8%	-1%	0.1	3%	i	2%	1%	-2%	-0.6%
20	COc1ccc(N2CCN(C(=O)CN(c3ccc(OC)cc3)S(=O)(=O)c3ccccc3)CC2)cc1	-12%	0%	0.4	-7%	i	-4%	2%	3%	0.1%

Additional structures.
No.	SMILES	Nrf2 inh	Mm-Cpn inhibitor	CCT chaperon mod	A549 viability	pAkt inh	Abeta rescue	HepG2 viability	TGFb SMAD3 inh	Nrf2 ARE act
21	Cc1cccc(/N=C/c2c(O)cc(C)oc2=O)n1	2%	-2%	-4.2	1%	i	-11%	4%	55%[activator]	-0.7%
22	COc1ccc(S(=O)(=O)N2CCCCC2)cc1NC(=O)CSc1nnc(C2CC2)n1C	-9%	-1%	-3.4	0%	i	-3%	13%	-3%	0.3%
23	CCCNC(=O)C1CCC(CNS(=O)(=O)c2ccc3c(c2)N(C(C)=O)CCO3)CC1 (stereo not given)	-3%	3%	1.0	-4%	i	3%	-7%	-4%	0.4%
24	CC(=O)NS(=O)(=O)c1ccc(NC(=O)c2oc3c(Cl)cccc3c2C)cc1	12%	-1%	-1.7	-2%	i	6%	1%	-18%	-0.1%
25	CCC(=O)NNC(=S)NC(=O)c1ccc(C)cc1	?	-3%	-2.1	?	i	?	-21%	?	1.8%
26	CC1Sc2ccc(C(=O)Nc3ccc(S(=O)(=O)N(C)C)cc3)cc2NC1=O (stereo not given)	?	1%	1.1	-5%	i	-5%	-19%	-18%	2.1%
27	C/C(=N\Nc1ccc(S(=O)(=O)N2CCOCC2)cc1[N+](=O)[O-])C(C)C	-23%	5%	0.9	-7%	i	-19%	9%	0%	-0.1%
28	Cc1ccc(NC(=O)CCc2ccc(S(=O)(=O)N3CCOCC3)cc2)c(C)c1	10%	1%	-0.8	nt	i	10%	-1%	-4%	-0.8%
29	COC(=O)c1ccc(C(=S)N2CCOCC2)cc1	11%	2%	1.5	-1%	i	0%	8%	0%	0.0%
30	Nc1nc(COC(=O)CCC(=O)c2ccccc2)nc(Nc2ccccc2)n1	8%	1%	1.0	-2%	i	-2%	4%	-7%	3.0%
31	O=C1CCCCC(=O)[C@H](O)C[C@H](c2ccccc2)O1	nt	nt	-0.5	nt	i	-7%	nt	nt	0.4%
32	CCOC(=O)C1(C)CCCN(C(=O)c2ccccc2F)C1 (stereo not given)	nt	nt	-2.7	nt	i	-9%	-9%	5%	3.3%
33	CN(N=O)c1ccc(C=C2C=Cc3ccccc32)cc1	?	nt	-1.6	6%	i	-5%	-12%	0%	5.4%
34	C=CC[C@@H](CC(=O)N[C@@H](CO)Cc1ccccc1)C(=O)N[C@H](COC(=O)[C@@H](CC=C)Cc1ccc(F)cc1)C(C)(C)C	?	-1%	1.3	-25%	i	4%	-11%	?	-3.5%
35	COc1ccccc1CNC(=O)c1nn(-c2ccc(C)cc2)c(=O)c2c1c1ccccc1n2C	?	nt	0.0	10%&-15%	i	-20%&5%	-27%&-2%	?	2.8%&-0.6%
36	COc1cccc(CNC(=O)c2c(C)nn(-c3cccc(C)c3)c2-n2cccc2)c1	?	nt	nt	0%	nt	-8%	-28%	0%	0.2%
37	Cc1cc(Oc2ccc3ccccc3c2)nc(SCC(=O)c2ccccc2)n1	-6%	0%	-0.2	4%	i	1%	-25%	?	3.6%
38	COc1ccc(OCc2cc(C(=O)NCC3CCOCC3)no2)c(Cl)c1	?	0%	1.5	2%	i	-16%	11%	3%	0.0%
39	COc1ccccc1N1CCN(C(=O)CSc2nc(N)cc(=O)[nH]2)CC1	-6%	0%	-2.0	16%	i	10%	5%	?	-0.3%
40	CCOC(=O)[C@H]1[C@H]2COc3ccc(Cl)cc3[C@@H]2N2C(=O)c3cc(F)ccc3NC(=O)[C@@]12C	6%	-2%	2.1	4%	i	22%	-15%	-1%	5.1%

Other compounds:
No.	SMILES	Nrf2 inh	Mm-Cpn inhibitor	CCT chaperon mod	A549 viability	pAkt inh	Abeta rescue	HepG2 viability	TGFb SMAD3 inh	Nrf2 ARE act
41	O=C(O)Cn1c(=O)c2c3c(sc2n(Cc2ccccc2F)c1=O)CCCC3	16%	-1%	-0.7	-3%	i	-18%	-14%	-23%	-0.3%
42	Cc1ccc(NC(=O)CCCn2c(=O)c3cccn3c3ccccc32)c(Cl)c1	-6%	nt	nt	2%	nt	1%	-21%	-19%	0.9%
43	O=C(c1ccccc1F)N1CCN(C2CCC(c3ccccc3)CC2)CC1 (stereo not given)	0%	-3%	-3.7	3%	i	-5%	-1%	1%	0.1%
44	O=C(NCc1ccco1)c1ccc(Cl)c(S(=O)(=O)N2CCCC2)c1	-4%	0%	-1.6	2%	i	-1%	1%	-7%	11%
45	O=c1oc(CCCO)cc2ccc(C#CC3(O)CCCCC3)cc12	1%	2%	0.3	-4%	i	-13%	-8%	-9%	2.4%
46	COc1cccc(C(=O)Nc2nnc(-c3cccs3)s2)c1	?	-6%	-3.4	1%	?	-11%	-47%	-4%	15%

Reformatted: entries from further up
(41) O=C(O)Cn1c(=O)c2c3c(sc2n(Cc2ccccc2F)c1=O)CCCC3
(42) Cc1ccc(NC(=O)CCCn2c(=O)c3cccn3c3ccccc32)c(Cl)c1
(43) O=C(c1ccccc1F)N1CCN(C2CCC(c3ccccc3)CC2)CC1 (stereo not given)
(44) O=C(NCc1ccco1)c1ccc(Cl)c(S(=O)(=O)N2CCCC2)c1
(45) O=c1oc(CCCO)cc2ccc(C#CC3(O)CCCCC3)cc12

Assay by compound	41	42	43	44	45
Nrf2 inh	16%	-6%	0%	-4%	1%
Mm-Cpn inhibitor	-1%	nt	-3%	0%	2%
CCT chaperon mod	-0.7	nt	-3.7	-1.6	0.3
A549 viability	-3%	2%	3%	2%	-4%
pAkt inh	i	nt	i	i	i
Abeta rescue	-18%	1%	-5%	-1%	-13%
HepG2 viability	-14%	-21%	-1%	1%	-8%
TGFb SMAD3 inh	-23%	-19%	1%	-7%	-9%
Nrf2 ARE act	-0.3%	0.9%	0.1%	11%	2.4%
